# Compound activity deposited in PubChem BioAssay by several laboratories.
# CAL PDZ FP-1: inhibitors of human CAL PDZ peptide binding. inhibition, % at 20 µM. 330,000 compounds, 0.02% hits. AID 504414. Q9HD26. purified CAL PDZ, TMR-peptide fluorescence polarization, 1 h;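 active = highest replicate inhibition of at least 40%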;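 note: plate controls were DMSO neutral control wells for no effect and unlabeled competitor peptide control wells for full effect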
#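 Assay system – tagged CAL PDZ protein CerCALP, purified · Timing – 1 h at RT · Compound – single point, 20 µM · Measured by – fluorescence polarization from S- and P-plane intensities, G-factor corrected · Evaluation – inhibition from polarization loss · Probe or stimulus – TMR reporter peptide T*-PRC34 · Buffer or medium – pH 7.4 phosphate-saline buffer, reducing agent, detergent, IgG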
# PKA-R2B activ: activators of human PKA-R2B complex; P22694+P31323; PKA-R2B holoenzyme dissociation, Cy5-IP20 fluorescence polarization; R2B truncated from residue 108, S112A mutant; 0% DMSO only, 100% 113 µM cGMP; activation, % at 11.4 µM; 340,000 compounds, 0.079% hits;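 active = activation above a cutoff set at the mean over all compounds plus 3 SD, cut at about 18% in these data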;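 note: higher means more holoenzyme dissociation and a rise in polarization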
# Target sequence (P31323 whole entry, looked up, other chains not shown, the tested form may be a part): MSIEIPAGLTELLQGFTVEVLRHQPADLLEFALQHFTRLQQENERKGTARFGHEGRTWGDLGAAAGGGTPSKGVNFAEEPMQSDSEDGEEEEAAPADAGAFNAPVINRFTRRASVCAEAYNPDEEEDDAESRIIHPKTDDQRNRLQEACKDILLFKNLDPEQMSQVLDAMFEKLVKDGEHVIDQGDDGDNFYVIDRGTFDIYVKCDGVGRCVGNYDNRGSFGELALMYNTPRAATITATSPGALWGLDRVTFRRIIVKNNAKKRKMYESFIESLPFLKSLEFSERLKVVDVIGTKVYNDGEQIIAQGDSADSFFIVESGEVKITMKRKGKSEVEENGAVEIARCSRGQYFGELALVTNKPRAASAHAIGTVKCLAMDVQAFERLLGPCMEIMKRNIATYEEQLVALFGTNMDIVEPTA
# Cardiac RTF inh: cardiac RTF calcium desensitization; P19429+P45379; IANBD-labeled cardiac RTF, Ca2+ fluorescence; inhibition, % at 7.15 µM; 340,000 compounds, 0.12% hits; AID 493244;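 active = inhibition above the mean inhibition of all tested compounds plus 3 SD, cut at about 17% in these data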;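 note: assay run at fixed EC70 calcium of 1.6 mM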
# RTF Ca sens act: cardiac RTF calcium sensitization | P19429+P45379 | AID 493008 | IANBD-labeled TnC RTF fluorescence at EC20 calcium; 0% EC20 calcium, 100% full calcium | activation, % at 7.2 µM | 340,000 compounds, 0.24% hits;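 active = activation above the mean over all tested compounds plus 3 SD, cut at about 30% in these data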;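 note: rise in fluorescence read as greater calcium sensitivity of cardiac thin filaments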
# DAGLB inhibitor: diacylglycerol lipase beta (human) inhibition; AID 504411; 340,000 compounds, 0.059% hits; inhibition, % at 5.17 µM; Q8NCG7; HEK293T DAGLB membrane lysate, EnzChek fluorogenic substrate; in the data active = inhibition above about 34%;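 note: 0% = enzyme with vehicle and 100% = wells lacking enzyme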
# Keap1-Nrf2 PPI: disrupts human Keap1 binding to Nrf2 peptide. AID 504523. inhibition, % at 9.4 µM. Q14145. 340,000 compounds, 0.15% hits. Keap1 Kelch-Nrf2 peptide fluorescence polarization, 1536-well; in the data active = inhibition above about 12%;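 note: human Keap1 Kelch domain with fluorescein labeled Nrf2 9mer peptide probe; 0% = neutral control wells and 100% = peptide positive control; higher means more block of Keap1 binding to Nrf2 peptide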
# C-LANA FP: KSHV C-LANA DNA binding inhibition; MBP-C-LANA/FAM-LBS DNA binding, fluorescence polarization; inhibition, % at 9 µM; 340,000 compounds, 0.078% hits;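 active = highest replicate inhibition at or above 60% at 9 µM, even if other replicates fall short; inactive = all replicates below 60% inhibition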;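 note: 0% = neutral control wells and 100% = 4 µM acridine orange control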
# CAL PDZ FP-2: blocks peptide binding to the human CAL PDZ domain; Q9HD26; purified CAL PDZ, TMR-peptide fluorescence polarization, 1 h; inhibition, % at 24.9 µM; 300,000 compounds, 0.92% hits; AID 602252;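 active = mean inhibition of at least 30% with at least half of replicates also reaching 30%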;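 note: 0% = DMSO neutral control and 100% = excess unlabeled competitor peptide PRC23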
# SR-BI uptake up: activators of SR-BI mediated HDL lipid uptake. CHO ldlA[mSR-BI] cells, DiI-HDL uptake fluorescence, 3 h; 100 = double the neutral-control signal. activation, % at 12.5 µM. 320,000 compounds, 0.096% hits;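 active = mean replicate activation of at least 60% and every replicate at or above 60%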;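 note: 0% = median plate neutral-control signal and 100% = twice that signal; values of inactives mirror those of a sister screen read the other way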
#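 Assay system: LDL receptor-deficient CHO ldlA cells overexpressing murine SR-BI / Medium: BSA-supplemented, HEPES-buffered Ham's F12, pH 7.4 / Probe or stimulus: DiI-labelled HDL at 10 µg/mL final / Timing: compound with DiI-HDL co-incubation, 3 h at 37 °C / Technique: bottom-read cell fluorescence after medium removal, ex 550/em 595 nm / Measure: HDL uptake via cellular fluorescence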
# Rtt109 HAT inh: blocks Candida albicans Rtt109/Vps75 acetyltransferase activity | inhibition, % at 34.9 µM | 330,000 compounds, 0.16% hits | purified Rtt109/Vps75, ThioGlo CoA-SH fluorescence, 4 h | Q5AAJ8;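 active = inhibition of at least 50% in every replicate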
# Target sequence (Q5AAJ8 whole entry, looked up): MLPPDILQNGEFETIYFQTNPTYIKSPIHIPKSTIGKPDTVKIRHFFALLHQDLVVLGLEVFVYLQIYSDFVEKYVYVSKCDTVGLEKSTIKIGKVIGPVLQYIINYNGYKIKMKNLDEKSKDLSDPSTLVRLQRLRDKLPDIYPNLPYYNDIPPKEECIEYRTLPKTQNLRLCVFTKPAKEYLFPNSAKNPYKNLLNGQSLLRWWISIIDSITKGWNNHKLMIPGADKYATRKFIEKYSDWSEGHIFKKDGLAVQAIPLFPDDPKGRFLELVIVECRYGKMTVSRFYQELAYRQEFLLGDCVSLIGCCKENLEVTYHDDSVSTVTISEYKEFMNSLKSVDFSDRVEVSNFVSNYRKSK
# Numbers without * were called inactive; / = no result given.
mol	RTF Ca sens act	SR-BI uptake up	DAGLB inhibitor	Keap1-Nrf2 PPI	CAL PDZ FP-2	Cardiac RTF inh	PKA-R2B activ	Rtt109 HAT inh	C-LANA FP	CAL PDZ FP-1
COc1ccc(-n2c(SCCN(C)C)nc3ccccc3c2=O)cc1	4	-6	1	-2	-1	-9	4	-8	-2.5	-1.3
CCN(CC)C(=O)Cn1cc(/C=C2\C(=O)NC(=O)N(c3ccccc3F)C2=O)c2ccccc21	-6	20	1	-6	-3	-5	-2	2	0.5	0.1
CCC(C)/C=C(C)/C=C/C1=CC2=C(Cl)C(=O)C(C)(OC(C)=O)C(=O)C2=CO1 (stereo not drawn)	-1	-14	30	1	3	3	12	-5	5.7	0.4
COCCCn1c(N)c(C(=O)NCCC(C)C)c2nc3ccccc3nc21	-1	7	1	-11	1	0	-3	1	-1.5	-0.9
COC(=O)C1=C(c2ccc(OC)c(OC)c2)C[C@@H]2CC[C@H]1N2C(=O)N1CCc2cc(OC)c(OC)cc2C1	-1	-21	4	-3	-1	-10	-3	6	-0.9	0.1
CCC(=Nc1ccc(OC)cc1OC)c1c(O)n(C)c(=O)n(C)c1=O	4	-46	1	1	2	2	11	7	0.1	-0.3
CC1(C)C2([N+](=O)[O-])CN3CC1([N+](=O)[O-])CN(C2)C3c1cccnc1 (stereo not drawn)	4	10	-9	3	-5	-5	6	11	-0.4	0.3
COc1ccc2c3c1OC1C(=O)CC[C@@]4(O)[C@@H](C2)N(C)CC[C@]314 (stereo partly drawn)	-1	11	-3	-13	3	-5	-4	13	-0.1	0.0
O=c1[nH]c(=S)n(-c2ccccc2)c(O)c1/C=N/N1CCOCC1	-1	21	3	-6	-6	-20	-3	/	0.0	-3.2
N=c1sccn1Cc1ccccc1F	-1	5	0	-3	-5	-11	1	1	0.2	/
CCCCCn1c(=O)c(C(=O)Nc2cc(C)ccn2)c(O)c2ccccc21	1	-14	-4	3	/	0	2	4	0.8	-0.1
Clc1ccccc1Nc1ncnc(-n2cccc2)n1	-2	30	-6	-3	3	-3	2	-4	-0.9	-0.7
CCCCCCOc1ccc(CN2CCN(C)CC2)cc1	4	-1	2	-1	/	2	-4	0	-0.1	-1.6
CCC[N+]12CCC(CC1)C(C(O)(c1ccccc1)c1ccccc1)C2 (stereo not drawn)	7	-3	1	-2	/	-2	-9	-1	-0.6	0.1
O=C1COc2ccc(C(=O)COC(=O)Cc3ccccc3)cc2N1	-6	8	2	-3	1	-3	6	-9	-0.1	-2.3
CCCC(=O)NC1=C(N2CC2)C(=O)C(NC(=O)CCC)=C(N2CC2)C1=O	-4	16	3	-6	/	5	5	-1	0.0	0.6
COc1ccc(Nc2ncc(C(=O)N3CCC4(CC3)OCCO4)c3ccccc23)cc1	-7	2	0	-3	80*	-6	-3	0	1.3	-0.4
Cc1ccc(-n2c(O)c(/C=N/N3CCCCC3c3cccnc3)c(=O)[nH]c2=S)cc1 (stereo not drawn)	3	0	-2	-12	5	-10	3	10	0.1	0.1
COC(=O)C1=C(c2cccc(OC)c2OC)C[C@@H]2CC[C@H]1N2C(=O)N1CCCC1	-6	14	0	0	-4	-9	-13	20	1.3	0.7
CC(O)(CS(=O)(=O)c1cccc(C(F)(F)F)c1)C(=O)Nc1ccc(C(F)(F)F)cc1 (stereo not drawn)	-1	20	-4	3	/	0	-5	16	1.4	-2.1
Cc1ccsc1C(=O)C1CCCN(Cc2cc3ccccc3o2)C1 (stereo not drawn)	-3	/	-5	-2	0	-2	-8	29	0.0	-2.7
Cc1ccc2c(c1)CC1(CN2C)C(=O)NC(=O)N(c2ccccc2C)C1=O (stereo not drawn)	-5	4	0	0	-1	6	6	0	2.2	-2.0
CC1CCCN(c2ccc(C(=O)N3CCC4(CC3)OCCO4)cc2[N+](=O)[O-])C1 (stereo not drawn)	6	-3	4	-2	-4	0	-3	8	-0.5	0.4
C=CCC1([C@@H](C)CCC)C(=O)NC(=O)NC1=O	-2	-20	1	0	1	-3	-3	5	0.2	0.3
O=[N+]([O-])c1cc(F)c(N2CCCCC2)cc1Br	-3	6	-5	-3	-3	-3	1	1	0.7	-0.1

# Quoted at random: two compounds from above, in no set order.
mol	RTF Ca sens act	SR-BI uptake up	DAGLB inhibitor	Keap1-Nrf2 PPI	CAL PDZ FP-2	Cardiac RTF inh	PKA-R2B activ	Rtt109 HAT inh	C-LANA FP	CAL PDZ FP-1
COc1ccc(Nc2ncc(C(=O)N3CCC4(CC3)OCCO4)c3ccccc23)cc1	-7	2	0	-3	80*	-6	-3	0	1.3	-0.4
O=[N+]([O-])c1cc(F)c(N2CCCCC2)cc1Br	-3	6	-5	-3	-3	-3	1	1	0.7	-0.1

# New compounds follow.
mol	RTF Ca sens act	SR-BI uptake up	DAGLB inhibitor	Keap1-Nrf2 PPI	CAL PDZ FP-2	Cardiac RTF inh	PKA-R2B activ	Rtt109 HAT inh	C-LANA FP	CAL PDZ FP-1
CCSc1nnc([C@@H](N)Cc2ccccc2)o1	6	29	-1	-4	0	-1	2	0	2.2	-0.8
COc1ccccc1CN1CCN(C(=O)COc2cccc(C)c2)CC1	-1	11	0	-1	-4	-5	1	8	-0.2	-1.0
CN1C(=O)N(C)C(=O)C2(Cc3cc([N+](=O)[O-])ccc3N(C)C2c2ccccc2)C1=O (stereo not drawn)	2	14	2	-2	-1	3	-13	1	-2.2	0.4
CC(C)C(NC(=O)C(C(C)C)N(C)C)C(=O)N(C)C(C(=O)N1CCCC1C(=O)N1CCCC1C(=O)NCc1ccccc1)C(C)C (stereo not drawn)	8	-11	3	-4	1	-5	-6	-4	1.4	-1.9
COC(=O)C1=C(c2ccc(F)cc2OCc2ccccc2)C[C@@H]2CC[C@H]1N2C(=O)NCCOc1ccccc1Cl	-4	-34	-11	0	-2	-5	1	5	0.8	-0.8
CC1([N+](=O)[O-])COP(=O)(Nc2cccc(Br)c2)OC1 (stereo not drawn)	10	/	-2	0	1	-10	1	1	1.7	-1.3
O=c1[nH]c(=S)[nH]c(O)c1N=Nc1ccc2c(c1)OCO2	-1	19	4	-1	-5	-2	-10	0	0.5	-1.3
O=C(c1cc(F)ccc1F)C1CCCN(CCCc2ccccc2)C1 (stereo not drawn)	0	11	-3	-5	-4	10	3	-5	-0.7	-2.2
O=C(Nc1ccc(Br)cc1)c1nn(C23CC4CC(CC(C4)C2)C3)cc1Br	-5	-57	0	0	3	-8	-6	-13	0.4	-0.4
O=C1CC(c2ccccc2)CC(O)=C1C=NCCN1CCN(C(=O)Cc2ccccc2)CC1 (stereo not drawn)	4	4	-1	0	-4	-6	-10	-14	-1.0	0.1
CCN(CC(=O)Nc1ccc(NC(C)=O)cc1)C(=O)CSC(c1ccccc1)c1ccccc1	-6	-3	-2	-1	5	0	-2	23	-0.4	-0.8
C[C@]12CCC(=O)C=C1CC[C@@H]1[C@@H]2CC[C@@]2(C)[C@H]1CC[C@]2(C)O	0	4	3	-1	-2	-5	-1	-6	-1.3	0.5
COc1ccc(-n2c(-c3ccccc3)nc3ccccc3c2=O)cc1	1	/	0	-3	/	-9	-1	0	1.2	-1.4
O=C1/C(=C\c2ccc3c(c2)OCO3)N2CCC1CC2	-5	21	-3	-5	/	-8	-16	1	0.5	1.2
CN1CN(c2cccc([N+](=O)[O-])c2)CN=C1N[N+](=O)[O-]	5	19	2	-3	-3	3	4	1	0.0	0.0
CCC(C)C1NC(=O)C(NC(=O)C(CC(C)C)N(C)C(=O)C2CCCN2C(=O)C(C)O)C(C)OC(=O)C(Cc2ccc(OC)cc2)N(C)C(=O)C2CCCN2C(=O)C(CC(C)C)NC(=O)[C@H](C)C(=O)[C@H](C(C)C)OC(=O)CC1O (stereo partly drawn)	-1	-29	-8	-4	-5	-2	0	6	-0.3	-2.2
CN(C)c1cc(N)c2c(n1)CCC2 (tested in a mixture with another compound)	0	13	5	-2	0	-7	5	12	-3.8	0.0
Cc1cc(NC(=O)CCl)nn1C	7	-4	1	-2	-2	1	-5	23	-0.6	-0.2
CN1C(=O)NC(=O)/C(=C/c2ccc(C(=O)O)cc2)C1=O	0	/	-2	4	0	-8	-17	6	0.4	-3.3
CC1CN(c2ccccn2)C(C)CN1C(=O)C(O)(c1ccccc1)c1ccccc1 (stereo not drawn)	-1	0	-2	-4	-3	-6	0	3	-1.3	-2.6
COc1ccc(-n2c(C)nc3cc(C(=O)N4CCC5(CC4)OCCO5)ccc32)cc1	-4	-2	-1	0	6	-5	4	13	-2.3	-0.6
N#CC(c1ccccc1)N1CCOCC1 (stereo not drawn)	-1	-5	-1	1	-1	-1	3	-1	-8.5	-0.6
CC(=NCCc1ccccc1)c1c(O)[nH]c(=O)[nH]c1=O	7	-3	-2	-5	-6	-14	-1	-9	1.8	0.5
CN1CCN(c2ccc([N+](=O)[O-])c3cccnc23)CC1	-3	6	2	-2	8	-2	-3	16	0.0	0.3
Cc1ccc2c(c1)c(=O)c1c3n2CCN(CC#N)C3CC1 (stereo not drawn)	5	16	0	-2	7	0	7	-4	2.6	0.3
COc1ccc(C(=O)C2CCCN(Cc3ccc(C)s3)C2)cc1OC (stereo not drawn)	7	/	-1	-1	3	-7	-4	-5	0.1	-1.3
Cc1[nH]nc2ccc(-c3cncc(OC[C@@H](N)Cc4c[nH]c5ccccc45)c3)cc12	1	-17	-1	-5	-5	-2	-7	-2	0.8	-7.5
CCOC(=O)C1(CCCc2ccccc2)CCN(C2CCCC2)CC1	-7	12	-5	0	-4	-2	0	-2	-0.1	-1.2
Cc1nc2ccccc2c(=O)n1-c1ccncc1	2	1	-1	1	-1	0	0	13	-2.0	0.8
COC(=O)C1=C(c2ccccc2OCc2ccccc2)C[C@@H]2CC[C@H]1N2C(=O)NCc1ccc(Cl)cc1	2	-17	-23	-4	-7	-9	-2	3	1.8	-3.2
CC(C)c1oc(=O)cc2c1[C@@H](O)[C@H]1OC(=O)[C@@]3(C)C[C@@H](O)[C@@H](O)[C@@]2(C)C13 (stereo partly drawn)	-9	37	1	2	0	-25	-12	-9	1.4	0.1
O=C(CN1CCN(CCO)CC1)Nc1ccc(Cl)cc1C(=O)c1ccccc1	-3	38	1	-7	/	-2	-8	6	-4.7	-1.2
O=C(c1ccccc1)c1cn(CC(=O)N2CCCc3ccccc32)c2ccccc12	-1	-15	-14	2	-1	-13	11	6	0.8	-1.2
c1ccc(CNCCc2ccc3c(c2)OCO3)nc1	9	12	4	-5	-1	8	3	-3	1.2	-1.9

# These rows are one share of the data. The share of hits here may be higher or lower than overall.
